C-LANA FP – blocks KSHV LANA C-terminal domain binding to DNA; 340,000 tested, 0.078% active; inhibition, % at 9 µM; AID 504423; MBP-C-LANA/FAM-LBS DNA binding, fluorescence polarization;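 active = highest replicate inhibition at or above 60% at 9 µM, even if other replicates fall short; inactive = all replicates below 60% inhibition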;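 note: 0% = neutral control wells and 100% = 4 µM acridine orange control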
cardiac RTF act – cardiac RTF calcium sensitization; P19429+P45379; IANBD-labeled TnC RTF fluorescence at EC20 calcium; 0% EC20 calcium, 100% full calcium; activation, % at 7.2 µM; 340,000 tested, 0.24% active; AID 493008;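 active = activation above the mean over all tested compounds plus 3 SD, cut at about 30% in these data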;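 note: rise in fluorescence read as greater calcium sensitivity of cardiac thin filaments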
Arrestin-AP2 inh – blocks beta-arrestin peptide binding to AP2 adaptin. 340,000 tested, 0.31% active. FITC-arrestin peptide / GST-AP2 beads, flow cytometry; AP2 beta2 appendage carries R879A mutation. inhibition, % at 10 µM;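 active = inhibition above a set limit, near 3 SD of compounds lacking own fluorescence, cut at about 54% in these data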;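 note: plate controls were DMSO wells for no effect and 5 µM unlabelled arrestin peptide for full effect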
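Assay system: GST-AP2 R879A bound to glutathione beads, E. coli-expressed; Medium: PBS with 0.05% Tween 20 and 0.1% BSA; Also added: fluorescein-tagged arrestin peptide at 50 nM final; Timing: 12 min plus 1 h, RT; Measured by: flow cytometry, FL1 (488/535 nm); Evaluation: percent drop in bead-associated FITC signal.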
Wnt bcat act – activators of Wnt/beta-catenin signaling | Wnt/beta-catenin reporter cell assay, activator, plate reader | activation, % at 9.35 µM | 300,000 tested, 1.2% active | AID 743398; in the data active = activation above about 30%, passing the limit was not always enough;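 note: 0% = neutral control wells and 100% = positive control wells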
V-ATPase pHluor – yeast V-ATPase proton transport regulation by pHLuorin; S. cerevisiae, pHLuorin cytosolic pH fluorescence; response, % at 10 µM; 350,000 tested, 0.37% active; AID 504577; in the data active = response mostly above about 7.3%, no sharp cut-off; inactive = mostly below about 5.4%; note: actives read high; inactives centre near 0; some compounds called inactive have numbers as strong as hits; reference of the scale not given here
DSG3 Ab inh – inhibitors of pemphigus antibody binding to human desmoglein-3; P32926; DSG3-coupled beads, scFv-anti-DSG3-GFP binding, flow cytometry; stronger effect = lower value; binding (percent of control), % at 10 µM; 310,000 tested, 0.48% active;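 active = binding more than 3 SD below its plate's average and above zero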;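 note: hits lower antibody fragment binding to DSG3; some compounds called inactive have numbers as strong as hits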
Target sequence (P32926 whole entry, looked up, the tested form may be a part): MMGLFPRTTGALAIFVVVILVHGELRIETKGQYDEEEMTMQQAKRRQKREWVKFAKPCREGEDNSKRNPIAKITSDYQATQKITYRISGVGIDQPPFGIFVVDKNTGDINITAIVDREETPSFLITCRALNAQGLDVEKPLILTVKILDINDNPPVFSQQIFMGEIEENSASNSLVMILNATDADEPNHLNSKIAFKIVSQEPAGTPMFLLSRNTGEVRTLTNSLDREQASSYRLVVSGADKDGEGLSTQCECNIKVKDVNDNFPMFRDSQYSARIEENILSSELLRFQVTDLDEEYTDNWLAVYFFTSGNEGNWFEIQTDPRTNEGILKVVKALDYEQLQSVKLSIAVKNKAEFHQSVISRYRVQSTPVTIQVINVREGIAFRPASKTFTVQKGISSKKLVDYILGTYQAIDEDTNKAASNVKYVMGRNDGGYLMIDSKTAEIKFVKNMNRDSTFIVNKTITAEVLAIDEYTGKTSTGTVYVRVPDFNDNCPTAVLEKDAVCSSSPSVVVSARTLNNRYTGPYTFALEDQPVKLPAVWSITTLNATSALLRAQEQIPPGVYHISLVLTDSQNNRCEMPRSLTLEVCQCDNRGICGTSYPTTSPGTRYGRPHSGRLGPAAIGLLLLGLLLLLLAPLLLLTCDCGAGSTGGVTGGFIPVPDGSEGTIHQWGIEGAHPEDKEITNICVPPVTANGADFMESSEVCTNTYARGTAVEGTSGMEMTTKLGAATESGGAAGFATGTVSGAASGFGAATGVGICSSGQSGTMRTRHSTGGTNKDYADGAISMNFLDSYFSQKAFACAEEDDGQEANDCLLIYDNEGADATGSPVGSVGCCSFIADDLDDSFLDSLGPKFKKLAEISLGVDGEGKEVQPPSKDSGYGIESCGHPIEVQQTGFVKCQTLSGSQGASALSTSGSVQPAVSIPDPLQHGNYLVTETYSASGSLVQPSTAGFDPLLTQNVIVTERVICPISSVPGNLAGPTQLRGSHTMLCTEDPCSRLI
MOR-DOR ag – agonists of human mu-delta opioid receptor heterodimerization; cells, OPRM1-OPRD1 heterodimerization, luminescence; activation, % at 9.3 µM; 340,000 tested, 0.3% active; AID 504326; in the data active = activation above about 18%;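 note: 0% = vehicle-treated cells and 100% = reference agonist; values of inactives mirror those of a sister screen read the other way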
RTF Ca sens inh – cardiac RTF calcium desensitization | AID 493244 | 340,000 tested, 0.12% active | inhibition, % at 7.15 µM | IANBD-labeled cardiac RTF, Ca2+ fluorescence;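 active = inhibition above the mean inhibition of all tested compounds plus 3 SD, cut at about 17% in these data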;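 note: assay run at fixed EC70 calcium of 1.6 mM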
Keap1 Nrf2 FP – Keap1-Nrf2 (human) interaction inhibition. Q14145. Keap1 Kelch-Nrf2 peptide fluorescence polarization, 1536-well. inhibition, % at 9.4 µM. 340,000 tested, 0.15% active; in the data active = inhibition above about 12%;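 note: human Keap1 Kelch domain with fluorescein labeled Nrf2 9mer peptide probe; 0% = neutral control wells and 100% = peptide positive control; higher means more block of Keap1 binding to Nrf2 peptide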
OPRM1-OPRD1 inv – inverse agonists of human mu-delta opioid receptor heterodimerization; P35372+P41143; cell-based MOR-DOR heterodimer luminescence, inverse agonism; inhibition, % at 9.3 µM; 340,000 tested, 0.21% active; AID 504357; in the data active = inhibition above about 22%, passing the limit was not always enough;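 note: 0% = cells with DMSO and 100% = wells without cells with DMSO; values of inactives mirror those of a sister screen read the other way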
* marks the source's active call; other numbers are inactive results; / = no result given; & = joins results of further samples.

Every second line gives: C-LANA FP	cardiac RTF act	Arrestin-AP2 inh	Wnt bcat act	V-ATPase pHluor	DSG3 Ab inh	MOR-DOR ag	RTF Ca sens inh	Keap1 Nrf2 FP	OPRM1-OPRD1 inv
CCC(C)(C)NC(=O)c1ccc2c(c1)N(CC(=O)OC)C(=O)C(C)(C)O2
 : 0.3	-2	-16	-5	1	103	-2.6	1	-2	12
COc1cc(/C=C/C(=O)O)cc(S(=O)(=O)N2CCN(S(=O)(=O)c3ccc(Cl)cc3)CC2)c1OC
 : -0.2	-4	10	-2	-3	98	-1.6	-18	2	8
CC1(C(=O)N/N=C/c2ccccc2)CC1(Cl)Cl (stereo not drawn)
 : -1.3	-3	12	0	-2	99	0.9	-7	1	-4
Cc1nn(C)c(C)c1CN(Cc1nc(-c2cc(F)ccc2F)oc1C)C1CC1
 : -1.4	5	4	-1	-2	97	-1.2	-5	-8	6
CCOC(=O)C1CCCN(C(=O)Nc2c(-c3ccccc3)noc2C)C1 (stereo not drawn)
 : -1.3	3	22	-1	2	104	-1.6	-3	-2	9
CCOc1cccc(N(C(=O)C2COc3ccccc3O2)C(C(=O)NC2CCCCC2)c2ccc(O)cc2)c1 (stereo not drawn)
 : 0.3	12	1	-1	3	/	11	-7	-7	-51
CCOC(=O)CNC(=O)C1(/C=C/c2ccccc2)CC(=O)N1c1ccc(C)cc1 (stereo not drawn)
 : 0.0	4	36	1	-4	92	0.1	-2	0	0
Cc1cc(Nc2ccc(C(=O)O)cc2)n2nc(C)nc2n1
 : 1.2	3	1	-3	-1	108	-3.2	-2	-2	16
Nc1nonc1-c1nc2ccccc2n1CC(=O)N/N=C/c1ccc(-c2ccccc2C(=O)O)o1
 : 6.8	-1	6	6	2	101	/	10	-4	/
Cc1ccccc1N1CC(C(=O)NC2CCCC2)CC1=O (stereo not drawn)
 : 0.4	1	-1	-1	2	104	-1.1	1	4	8
O=C(Nc1ccccc1F)c1cc(S(=O)(=O)N2CCCCC2)cs1
 : -1.1	1	7	-1	0	104	-0.6	-1	-3	3
O=C(CCCN1C(=O)/C(=C\c2cccs2)SC1=S)Nc1ccc(O)cc1C(=O)O
 : -0.1	-2	-6	4	-3	/	-1.6	-3	-7	8
COc1ccccc1CNC(=O)COC(=O)CSc1ccc(Cl)cc1
 : 1.6	-9	5	0	1	99	4.2	-15	5	-28
COC(=O)CSc1nnc(CNc2ccc(Cl)cc2)n1-c1ccccc1
 : -1.1	-3	-3	-1	2	103	-1.0	-3	-8	6
C#CC(CC)(CC)NC(=O)c1ccc(Br)s1
 : /	1	-16	0	5	110	-2.7	0	/	13
O=C(Cc1ccccc1)Nc1nccs1
 : -2.1	-2	-1	7	2	94	-1.2	-6	-4	6
Cc1csc(Nc2ccccc2)n1
 : 0.7	-1	-6	4	-2	100	-2.7	4	-1	14
Nc1nnc(SCC(=O)NNC(=O)c2ccc([N+](=O)[O-])cc2)s1
 : -3.8	-2	34	-4	-3	/	-0.7	0	-6	3
CCOC(=O)C1=CN(Cc2cccc(F)c2)S(=O)(=O)NC1c1cccc(OC)c1 (stereo not drawn)
 : -0.8	-5	16	0	0	104	-1.2	0	1	5
Cc1ccc(NC(=O)CN2C(=O)NC3(CCCc4ccccc43)C2=O)c(C)c1 (stereo not drawn)
 : 2.6	-2	-3	2	0	103	-0.7	0	-2	4
CCS(=O)(=O)c1ccc2oc(SCC(=O)NCCc3ccc(F)cc3)nc2c1
 : -1.2	2	7	-1	-3	114	-3.8	-10	-7	18
CN(C)CCOC(=O)C1(c2ccccc2)CCOCC1
 : -1.8&-1.0	4&5	-6&11	/	2&5	108&105	-0.9&-1.5	-1&3	-5&0	5&8
N#C/C(=C\c1cccc(OC(=O)c2cccs2)c1)C(N)=O
 : -0.4	2	-4	-6	0	/	-1.0	-16	-2	5
Cc1cccc(OCCCn2c(CO)nc3ccccc32)c1
 : -0.3	4	7	25	2	84	-3.4	6	-1	18
CC(c1ccccc1)N(NC(=O)C(O)(c1ccccc1)c1ccccc1)C(=O)c1ccccc1 (stereo not drawn)
 : 1.3	0	-16	-2	-3	126	-3.0	-2	-4	16
CCCN(Cc1ccccc1)C(=S)Nc1cccc(C(F)(F)F)c1
 : -0.5	-1	7	23	1	109	3.0	4	-1	-20
CC(C)c1nnc(SCC(=O)Nc2ccc3c(c2)OCO3)n1C
 : 0.2	-3	2	2	1	109	-0.6	-4	5	3
COc1ccc(C)cc1NC(=O)COC(=O)c1ccc2ccccc2n1
 : -1.0	-2	30	2	-1	98	0.8	-10	-1	-3
CCN1CCN(c2ccc(NC(=O)c3ccc([N+](=O)[O-])o3)cc2Cl)CC1
 : -0.2	3	-17	-7	1	100	2.8	-18	-1	-13
CCCNC(=O)NCCC12CC3CC(CC(C3)C1)C2
 : -0.2	0	14	4	1	104	1.3	-5	0	-9
COc1cnn(-c2cccc(C(F)(F)F)c2)c(=O)c1Cl
 : /	/	0	6	1	111	/	/	/	/
CN(CC(=O)NCc1ccccc1Cl)CC(=O)Nc1ccccc1Br
 : 0.0	-5	26	3	-2	/	-0.9	2	-5	4
O=C(CSc1nnnn1-c1ccc2c(c1)CCC2)NCc1cccs1
 : -1.8	5	22	-1	0	103	2.5	-8	1	-14
O=C(Nc1ccc(Cl)cc1)N1CCC(c2nc(-c3cccs3)no2)CC1
 : -0.6	-1	3	/	-1	101	-1.2	-1	-1	7
C/C(=N\OC(=O)c1ccc(Cl)cc1)c1sc(-c2ccccc2)nc1C
 : 0.0	-5	19	/	-1	99	-0.9	-10	2	4
O=C1CN(C(=O)CCN2CCOCC2)C(c2ccccc2)c2cc(Br)ccc2N1 (stereo not drawn)
 : -0.5	0	-35	/	-1	108	-1.9	-12	2	11
NC1=NC(c2cn(-c3ccccc3)nc2-c2cccs2)n2c(nc3ccccc32)N1 (stereo not drawn)
 : -0.4	1	5	/	0	237	-1.5	-9	1	9
Nc1nc(SCC(=O)N2CCCC2)[nH]c(=O)c1NC(=O)c1ccco1
 : -1.0	11	18	-2	8	97	-0.6	-9	1	3
NS(=O)(=O)c1ccc(CCNC(=O)c2cnccn2)cc1
 : 0.2	-4	19	-2	-5	99	-0.7	1	0	4
CCCCOc1ccc(CNC(=O)NS(=O)(=O)c2ccc(OCC)cc2)cc1
 : -0.6	-4	15	/	2	/	-1.5	-3	-4	9
CC(C)COc1cccc(C(=O)Nc2cc(S(=O)(=O)N3CCOCC3)ccc2N2CCCC2)c1
 : -1.0	-5	-1	4	-1	97	-3.7	0	2	15
CCn1c(=O)n(CC)c2cc(S(=O)(=O)N3CCCCC3)c(C)cc21
 : 0.6	7	4	/	-1	97	-3.0	-3	-3	17
Cc1ccc(NC(=O)C(Cc2ccccc2)NC(=O)OCc2ccccc2)cc1C (stereo not drawn)
 : -0.5	-3	21	-3	-1	102	-0.3	-2	-4	2
CN1CCN(c2ccc(NC(=O)N3CCc4ccccc43)cc2)CC1
 : -2.9	0	-2	-5	5	100	-2.9	3	-2	13
CCOC(=O)c1cc(C)[nH]c1C
 : -1.9	12	11	-1	-7	120	-1.6	3	-3	9
CCCN1C(=O)C(O)(CC(=O)c2cccc(OC)c2)c2ccccc21 (stereo not drawn)
 : 2.3	1	14	/	-4	94	-3.1	-6	-2	15
COC(=O)CSc1ccnc2cc(Cl)ccc12
 : -1.2	-1	13	-1	-9	113	-0.9	-9	1	4
CCCOn1c(-n2nc(C)cc2C)nc2ccccc2c1=O
 : -1.6	0	9	/	1	106	-0.7	-5	-2	3
O=C(CSc1nnc(-c2cccnc2)n1-c1ccccc1)NCc1ccc2c(c1)OCO2
 : 3.6	0	-4	/	2	94	-1.6	0	1	9
COc1cccc(N2CCN(CC(=O)Nc3ccccc3C(=O)NCCc3ccccc3)CC2)c1
 : 0.0	-1	-6	6	-1	112	0.3	0	-3	-1
COc1ccc(CC(=O)Nc2ccc3c(C)cc(=O)oc3c2)cc1OC
 : -1.2	-5	4	-4	1	96	-0.1	-5	-1	1
Cc1cc(C)c(-n2c(SCc3nc4ccccc4s3)n[nH]c2=O)c(C)c1
 : 0.5	-3	43	0	-4	/	-0.7	5	-2	3
COc1cccc(C2C(C(=O)c3cccs3)=C(O)C(=O)N2CCN(C)C)c1OC (stereo not drawn)
 : 0.0	0	-6	-1	1	82	-3.5	4	-4	19
Fc1ccc(-c2csc(NC(=S)Nc3ccccc3)n2)cc1
 : -2.9	-2	-3	7	4	83	-2.9	-15	-1	16
CCc1nc(SCC(=O)N2CCc3ccccc32)c2oc3ccccc3c2n1
 : 1.1	0	40	0	-2	99	-2.0	-2	4	11
CCOC(=O)c1ccc(NC(=O)Nc2c(C)n(C)n(-c3ccccc3)c2=O)cc1
 : 0.0	-4	-15	-1	-1	/	-3.0	-4	5	16
O=c1[nH]n(-c2ccccc2)c(=O)cc1Cl
 : 1.4	1	3	-2	-1	90	-2.6	3	0	13
Cc1ccc(NC(=O)C2=CC=CN3CCS(=O)(=O)N=C23)cc1
 : -2.0	-2	-7	2	4	102	1.0	-9	-3	-4
Cc1ccc(C(=O)CC(=O)COc2ccc(Cl)cc2C)cc1
 : 1.4	-3	1	-6	3	87	4.0	-11	0	-26
COc1cccc2cc(-c3cc(=O)oc4cc(C)c(OCC(C)=O)cc34)oc12
 : 0.7	-3	4	-2	-3	99	-0.5	-2	0	3

(further entries)
Every second line gives: C-LANA FP	cardiac RTF act	Arrestin-AP2 inh	Wnt bcat act	V-ATPase pHluor	DSG3 Ab inh	MOR-DOR ag	RTF Ca sens inh	Keap1 Nrf2 FP	OPRM1-OPRD1 inv
Cc1nc2nc(SCC(=O)c3ccc([N+](=O)[O-])cc3)[nH]c2cc1Br
 : 0.1	6	4	/	2	95	6.3	0	-6	-36
CC(C)Sc1nnc(NC(=O)CCc2ccccc2)s1
 : -1.0	0	-5	0	-1	109	-0.2	0	-1	1
Cc1cc(C(=O)O)cc(S(=O)(=O)Nc2c(C)nn(C)c2C)c1C
 : -2.3	-1	29	-2	2	117	-1.4	-3	-2	7
Cc1cc(C)n(-c2ncnc3ccccc23)n1
 : 0.2	4	-2	0	-1	104	-1.5	-11	3	8
O=C1C=C(c2ccc3c(c2)OCO3)C[C@@H](c2ccc3c(c2)OCO3)C1
 : 0.2	3	25	-1	-4	101	-2.0	-9	-1	12
Cc1cc(C)c2nc(C(F)(F)F)nc(N3CC(C)OC(C)C3)c2c1 (stereo not drawn)
 : 0.0	-4	22	-10	7	106	1.6	-6	2	-9
CCOc1cc(/C=N/NC(=O)c2cccc(S(=O)(=O)N3CCCC3)c2)ccc1OCC(=O)N(C)C
 : -2.2	1	9	2	19*	122	-2.4	-4	-1	13
COCCn1c(N)c(C(=O)Nc2sc3c(c2C(=O)OC)CCCC3)c2nc3ccccc3nc21
 : -1.2	0	4	/	-1	104	-1.1	-5	2	6
COc1ccc(OCCSc2nc(-c3ccccc3)cc(=O)[nH]2)cc1
 : 1.0	1	-4	-1	0	99	-3.1	-11	4	16
